PLC-beta3 inh = human PLC-beta3 inhibitors, primary screen, biochemical, fluorescence. inhibition, % at 12.2 µM. 1-phosphatidylinositol 4,5-bisphosphate phosphodiesterase beta-3 (Homo sapiens), Q01970. AID 720704, 2013. Purified PLC-beta3, fluorogenic substrate. hit rate 0.18% among 370,000; in the data active = inhibition above about 11%;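 also: 0% = median of compound wells on plate and 100% = full blocker control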
sPLA2-III inh = human group III sPLA2 inhibitors, primary screen, biochemical, QFRET, BODIPY PC-A2 liposome substrate; Group 3 secretory phospholipase A2 (Homo sapiens), Q9NZ20; QFRET BODIPY PC-A2 liposome hydrolysis, fluorescence; inhibition, % at 12.2 µM; hit rate 0.56% among 370,000;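 active = inhibition above mean plus 3 SD of compounds lying within the high and low control bounds, cut at about 19% in these data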;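 also: 0% = median of test compound wells and 100% = no enzyme DMSO wells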
Target sequence (Q9NZ20 whole entry, looked up): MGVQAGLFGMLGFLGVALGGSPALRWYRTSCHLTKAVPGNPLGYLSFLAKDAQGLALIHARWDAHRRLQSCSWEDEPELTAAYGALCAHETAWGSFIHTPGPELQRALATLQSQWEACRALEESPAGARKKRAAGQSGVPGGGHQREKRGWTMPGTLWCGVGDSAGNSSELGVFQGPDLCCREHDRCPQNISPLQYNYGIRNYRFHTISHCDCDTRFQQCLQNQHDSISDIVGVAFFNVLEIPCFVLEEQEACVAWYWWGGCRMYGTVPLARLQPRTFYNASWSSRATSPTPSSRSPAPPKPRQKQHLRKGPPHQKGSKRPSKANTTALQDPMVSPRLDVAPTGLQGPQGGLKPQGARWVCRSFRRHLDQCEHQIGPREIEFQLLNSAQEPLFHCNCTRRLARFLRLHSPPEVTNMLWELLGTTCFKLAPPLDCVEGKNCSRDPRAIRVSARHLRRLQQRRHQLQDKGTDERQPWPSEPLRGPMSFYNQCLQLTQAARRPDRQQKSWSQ
hgDAF12 agonist = H. glycines DAF-12 receptor agonists, primary screen, cell-based, luminescence, HEK293, GAL4 fusion, UAS-luciferase | Nuclear hormone receptor DAF-12 (Heterodera glycines), GAL4 fusion | HEK293 GAL4-hgDAF12 UAS-luciferase reporter, agonist luminescence; normalized to butyrate control | activation, % at 6.8 µM | hit rate 1.8% among 370,000;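 active = activation above a cutoff set at the mean of all screened compounds plus 3 SD, cut at about 10% in these data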;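 also: 0% = DMSO wells and 100% = sodium butyrate wells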
ssDAF-12 act = S. stercoralis DAF-12 nuclear receptor activators, primary screen, cell-based, luminescence, HEK293, GRIP1 co-expression, lit1-tk-luc. Nuclear hormone receptor DAF-12 (Strongyloides stercoralis). HEK293 ssDAF-12/GRIP1 lit1-tk-luc reporter; % of 3 µM dafachronic acid response. activation, % at 6.8 µM. hit rate 1% among 370,000. AID 652126, 2013;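 active = activation above the mean over all tested compounds plus 3 SD, cut at about 0.9% in these data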;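 also: 0% = DMSO-only wells and 100% = 3 µM delta7-dafachronic acid wells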
GAA850 FXN act = FXN promoter activators, primary screen, cell-based, luciferase luminescence, HEK293 lucGAA850 | HEK293 lucGAA850 FXN promoter luciferase reporter, 24 h; percent of 10 µM SAHA response | activation, % at 6 µM | hit rate 0.56% among 360,000 | AID 540364, 2011;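 active = activation above the average of all compounds screened plus 3 SD, cutoff fixed separately per campaign, cut at about 7.5% in these data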;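 also: 0% = DMSO wells and 100% = 10 µM SAHA wells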
NR1D1 modulator = modulators of Rev-erb alpha DNA binding, primary screen, biochemical, FITC-DNA, fluorescence polarization, uHTS. Nuclear receptor subfamily 1 group D member 1 (Homo sapiens), P20393. Rev-erbα–FITC-DNA binding, 90 min. activity, % at 10 µM. hit rate 0.79% among 370,000. AID 1259318, 2017;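 active = activity above about 14%, limit read from the data; passing the limit was not always enough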;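 also: 0% = DMSO wells with 35 nM protein and 100% = DMSO wells with 750 nM protein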
DAX1 inh-1 = DAX1 (NR0B1) inhibitors on StAR promoter, primary screen, cell-based, luminescence, SF-1 (NR5A1), full-length DAX-1; HEK293T StAR-luciferase reporter, SF-1/DAX-1 repression relief; inhibition, % at 6.8 µM; hit rate 1.1% among 370,000; AID 652010, 2013;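 active = inhibition above the mean over all tested compounds plus 3 SD, cut at about 3.6% in these data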;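 also: 0% = DAX-1 cells with DMSO and 100% = cells lacking DAX-1 with DMSO; higher inhibition means more luminescence from relief of DAX-1 repression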
hcDAF12 agonist = H. contortus DAF-12 nuclear receptor activators, primary screen, cell-based, luminescence, HEK293, lit1-tk-luc reporter. hit rate 1.4% among 370,000. activation, % at 6.8 µM. AID 652067, 2013. HEK293 hcDAF-12 lit1-tk-luc reporter; 0% DMSO, 100% Δ7-dafachronic acid;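 active = activation above the mean of all tested compounds plus 3 SD, cut at about 5.5% in these data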;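 also: 100% = response to 3 µM Δ7-dafachronic acid high control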
PG9 binder = binders of HIV-1 gp120 antibody PG9, primary screen, biochemical, TR-FRET; HIV-1 gp120 / PG9 antibody interaction; inhibition, % at 6.7 µM; TR-FRET gp120-PG9 antibody binding; hit rate 0.43% among 360,000; in the data active = inhibition above about 8.5%
DAX1 inh-2 = DAX1 (NR0B1) inhibitors, primary screen, cell-based, HEK293, Gal4-DAX1, luciferase luminescence; AID 504766, 2011; HEK293 Gal4-DAX1 luciferase reporter; hit rate 0.99% among 340,000; Nuclear receptor subfamily 0 group B member 1 (Homo sapiens), P51843; inhibition, % at 6.75 µM;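 active = inhibition above the mean over all tested compounds plus 3 SD, cut at about 4.2% in these data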;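 also: 0% = DAX1-transfected cells with DMSO and 100% = empty-vector control cells with DMSO; inhibition shows as a rise in luminescence from relieved DAX1 repression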
Target sequence (P51843 207-470 limits assumed): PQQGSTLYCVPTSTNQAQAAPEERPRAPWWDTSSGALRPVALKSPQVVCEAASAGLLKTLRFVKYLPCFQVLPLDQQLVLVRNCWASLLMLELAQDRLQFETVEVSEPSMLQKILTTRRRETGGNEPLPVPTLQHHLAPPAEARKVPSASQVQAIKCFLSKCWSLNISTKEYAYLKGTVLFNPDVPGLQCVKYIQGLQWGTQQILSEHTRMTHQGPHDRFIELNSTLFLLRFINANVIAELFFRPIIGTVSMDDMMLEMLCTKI
SMARCA2 activ = SMARCA2 (BRM) function activators, primary screen, cell-based, luminescence, high throughput | AID 652017, 2013 | hit rate 1% among 370,000 | activation, % at 9.1 µM | MG213 cells, MMTV-luciferase reporter, dexamethasone, overnight; in the data active = activation above about 7.8%;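 also: 0% = vehicle wells and 100% = reference activator wells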
Active calls of the source: *; / = not tested or not shown.

entry | compound | PLC-beta3 inh | sPLA2-III inh | hgDAF12 agonist | ssDAF-12 act | GAA850 FXN act | NR1D1 modulator | DAX1 inh-1 | hcDAF12 agonist | PG9 binder | DAX1 inh-2 | SMARCA2 activ
1 | O=C(CCc1ccccc1)c1nnc(-c2ccccc2)o1 | -6 | -26 | 2.3 | -1.9 | 2.8 | 4 | 1.2 | 0.0 | 1.7 | 0.0 | -3
2 | Cc1ccc(-n2nc3ccc(NC(=O)/C=C/c4ccco4)cc3n2)cc1 | -102 | -7 | 4.2 | -1.2 | 4.4 | -7 | 1.6 | 2.9 | -0.2 | -1.6 | -2
3 | Cc1cc(C)n2nnnc2n1 | -12 | 12 | -0.1 | -1.8 | -1.9 | -7 | 0.1 | -0.8 | -1.6 | 1.6 | -3
4 | O=C(O)C(Cc1c[nH]c2ccccc12)N1C(=O)c2ccccc2C1=O (stereo not drawn) | -3 | -21 | 5.8 | -0.5 | 2.3 | -4 | 0.0 | 4.3 | -1.2 | 2.6 | 2
5 | CCCCn1nnnc1SCC(=O)c1cc(Cl)ccc1OC | 0 | -40 | 0.0 | -1.2 | 0.2 | 0 | -1.3 | -2.0 | 0.6 | -0.3 | 2
6 | O=C(Nc1cccnc1)c1cccnc1Cl | 3 | 2 | 2.3 | -0.9 | 2.0 | -5 | -0.7 | -1.2 | -0.8 | 1.2 | 1
7 | NC(=S)N=Nc1c(O)n(Cc2ccc(F)cc2)c2ccccc12 | 7 | 16 | -4.9 | -1.7 | 3.3 | 0 | -0.7 | 1.3 | -0.4 | -0.8 | -4
8 | CSc1ccccc1NC(=O)COc1nsnc1N1CCOCC1 | 0 | 4 | 0.8 | -1.5 | 2.3 | -8 | -0.6 | -1.1 | 1.2 | -0.2 | 6
9 | Cc1ccc2nc3n(c(=O)c2c1)CCCCC3 | 5 | 14 | 3.6 | -0.5 | -0.3 | -5 | 1.3 | -0.4 | -0.1 | 2.0 | -6
10 | O=C(N/N=C/c1ccc(O)cc1)Nc1cccc2nsnc12 | -42 | -37 | 2.5 | -1.9 | 11* | 0 | 2.3 | -2.7 | -1.2 | 0.5 | 7
11 | Cc1cc(C)n2nc(SCC(N)=O)nc2n1 | 1 | -4 | 0.6 | -0.2 | 0.1 | -5 | -0.1 | 0.0 | -2.1 | 1.0 | 0
12 | C[C@@H]1CCN(C2CC2)S(=O)(=O)c2c(cccc2N2CC[C@H](O)C2)O1 | 1 | 0 | -0.2 | -0.8 | / | -3 | 0.5 | 1.0 | / | / | 1
13 | CCOC(=O)c1nonc1NC(C)=O | 1 | 8 | 1.7 | -1.1 | -3.1 | 1 | -0.2 | -0.7 | -2.0 | -0.4 | 0
14 | CCc1ccc(S(=O)(=O)NCc2cccnc2)cc1 | -6 | -3 | 2.2 | -1.2 | 1.2 | -2 | -0.6 | -1.0 | 0.1 | -2.0 | -3
15 | O=C(/C=C/c1ccccc1)NCCS(=O)(=O)N1CCN(c2ccccc2F)CC1 | 8 | -10 | -4.2 | -0.7 | 0.8 | -6 | -1.1 | -0.8 | -1.1 | -0.1 | -3
16 | CN1C[C@@H]2C(c3ccc(Cl)nc3)C3(c4ccc(C#N)cc4)CC2(C3)[C@H]1c1ccccc1 (stereo partly drawn) | 1 | 7 | -1.7 | -1.6 | -3.0 | -5 | -1.0 | -1.5 | -0.5 | -2.5 | -2
17 | CCC(CO)Oc1cc(NC(=O)c2ccccc2F)c2ncn(C(C)C)c2c1 (stereo not drawn) | -13 | -3 | -3.8 | -2.1 | 0.7 | -10 | -0.6 | -1.9 | 0.2 | -0.6 | -1
18 | O=C(OCCN1CCN(c2ncc(C(F)(F)F)cc2Cl)CC1)c1ccc(Cl)cc1 | 2 | 2 | -0.6 | -1.3 | -0.2 | -2 | -0.1 | -0.7 | -0.3 | 0.8 | 1
19 | Cc1[nH]n(-c2nc(-c3ccc(Cl)cc3)cs2)c(=O)c1N=Nc1ccc(O)cc1 | -2 | -6 | -2.7 | -2.0 | 4.8 | -26 | -0.2 | -1.7 | -1.3 | / | -2
20 | COc1cc(C(=O)N2CCN(C3=NS(=O)(=O)c4ccccc43)CC2)cc(OC)c1OC | 3 | 6 | -0.9 | -1.3 | -1.5 | 0 | -0.3 | 1.1 | 1.4 | -0.2 | -3
21 | O=C(c1ccc([N+](=O)[O-])s1)N1CCN(c2ccc(C(F)(F)F)cn2)CC1 | 1 | -19 | -3.3 | -0.8 | 0.7 | 1 | -1.1 | -3.9 | -1.9 | -1.4 | -1
22 | Clc1ccc(CCNc2ncnc3c2nnn3Cc2ccccc2)cc1 | -1 | 13 | -2.0 | -1.0 | 0.8 | 3 | -0.1 | -0.2 | 4.5 | 2.2 | -1
23 | C[C@@H](NS(=O)(=O)c1c(F)cccc1F)c1ccccc1 | 2 | 14 | 1.3 | -0.9 | / | -5 | 1.4 | -2.1 | -0.9 | / | -5
24 | O=C(CCc1ccccc1)Nc1ccncc1 | 3 | 2 | 1.2 | -2.5 | -1.5 | -5 | -0.7 | -1.6 | 1.5 | -1.3 | 2
25 | CCc1cccc(OCC(=O)Nc2ccc(S(=O)(=O)Nc3ccccn3)cc2)c1 | -18 | -24 | 3.8 | -1.7 | -1.2 | / | 1.2 | -1.0 | 2.0 | -2.2 | 0
26 | O=C(Nc1ccc(Br)cc1Cl)NC1CC1 | 1 | 8 | -1.7 | -2.2 | 0.0 | 4 | -0.2 | -1.5 | -1.8 | -1.8 | -2
27 | COc1cccc(C(N)=O)c1 | 3 | -3 | 0.8 | -0.3 | -3.6 | -2 | -0.3 | 4.9 | -1.9 | 1.9 | 1
28 | CCOC(=O)C(=O)Nc1ccc(Oc2ccccc2)cc1 | 1 | 0 | 1.2 | -0.9 | -0.8 | 0 | 0.1 | 0.6 | -2.2 | 3.0 | 2
29 | O=C(Nc1cc(Cl)ccc1N1CCOCC1)c1ccco1 | -4 | 0 | 4.8 | -0.8 | 2.1 | 1 | -1.9 | -2.1 | 1.8 | 0.1 | 1
30 | CCOc1ccccc1-c1nn2c(Cc3ccccc3)nnc2s1 | -4 | 0 | -2.3 | -0.7 | 5.2 | 2 | -0.5 | 1.4 | -2.0 | 1.2 | -1

entry | compound | PLC-beta3 inh | sPLA2-III inh | hgDAF12 agonist | ssDAF-12 act | GAA850 FXN act | NR1D1 modulator | DAX1 inh-1 | hcDAF12 agonist | PG9 binder | DAX1 inh-2 | SMARCA2 activ
31 | COc1cc2c(cc1OC)C(C(=O)Nc1ccccn1)C(c1cccnc1)N(C)C2=O (stereo not drawn) | 0 | -1 | 0.3 | -1.5 | 0.0 | -3 | -0.1 | 0.0 | 2.3 | -0.9 | -1
32 | COc1ccccc1Cn1c(=S)[nH]c2cc(C(=O)NCCN(C)C)ccc2c1=O | -11 | 5 | 1.0 | -1.2 | 1.6 | 8 | 0.0 | -0.9 | 0.7 | -0.9 | -1
33 | CN(CC(=O)Nc1ccccc1Cl)C(=O)CN1C(=O)C2CC=CCC2C1=O (stereo not drawn) | -1 | 11 | 1.4 | -0.7 | 1.6 | -1 | 0.1 | -1.8 | 2.5 | 0.8 | -3
34 | CC(C)(C#N)Nc1ccccc1 | 1 | 15 | -0.4 | -1.4 | 4.0 | -2 | -0.1 | 0.5 | 0.0 | -0.5 | -4
35 | CCn1nc(C)c(CN2CCN(Cc3cccc(OC)c3)C(CCO)C2)c1C (stereo not drawn) | -7 | 0 | 2.0 | -1.5 | -1.8 | 7 | 0.0 | 1.8 | -1.1 | 0.7 | -3
36 | O=C(N[C@H](C(=O)N1CCC[C@H]1C(=O)NCCc1ccccc1Cl)c1ccccc1)C1CC1 | 1 | 4 | -1.8 | -0.5 | / | 4 | -0.7 | -0.6 | 0.1 | / | 0
37 | CSc1nnc(-c2ccc(F)cc2)o1 | 4 | -3 | -0.3 | -1.1 | -0.1 | -3 | 0.3 | -0.9 | -3.6 | 0.7 | 0
38 | CC(=O)NC(O)C(=O)c1ccccc1 (stereo not drawn) | -1 | 1 | 0.0 | -0.6 | 0.4 | 7 | 0.5 | -0.7 | 1.9 | -0.3 | 0
39 | CC1CCN(C(=O)C2CCN(CC(C)c3ccccc3)CC2)CC1 (stereo not drawn) | -2 | -1 | 0.4 | -1.3 | -1.8 | -1 | -0.4 | -1.3 | 0.2 | -0.1 | -2
40 | O=C(COC(=O)c1cc2c(s1)CCCCC2)NC1CCS(=O)(=O)C1 (stereo not drawn) | 1 | -6 | 0.0 | -1.3 | -2.4 | 0 | 1.2 | -3.0 | -4.6 | 1.4 | 1
41 | COC(=O)c1ccc(OCCOc2ccc(C(=O)OC)cc2)cc1 | 1 | 4 | -0.8 | -0.8 | 0.7 | -2 | 0.2 | -0.7 | -1.6 | 0.1 | 1
42 | COCc1c(C(=O)NCC(c2ccco2)N2CCCC2)oc2ccccc12 (stereo not drawn) | -3 | -5 | -5.0 | -0.6 | -2.5 | 3 | 1.3 | -1.1 | 0.7 | 0.3 | 5
43 | CCOc1ccccc1OCC(=O)Nc1cccc(S(=O)(=O)NC2=NCCCCC2)c1 | 2 | 9 | -2.1 | -1.3 | -0.7 | 7 | -1.3 | -2.0 | 1.3 | 1.0 | -2
44 | CC1(C)C(=O)OC(/C=C\c2cccc([N+](=O)[O-])c2)C(C)(C)C1=O (stereo not drawn) | 3 | -1 | 1.7 | -1.1 | 3.4 | 0 | 0.6 | -0.1 | -0.9 | 1.6 | -2

Reformatted: results already given.
6	O=C(Nc1cccnc1)c1cccnc1Cl
25	CCc1cccc(OCC(=O)Nc2ccc(S(=O)(=O)Nc3ccccn3)cc2)c1
36	O=C(N[C@H](C(=O)N1CCC[C@H]1C(=O)NCCc1ccccc1Cl)c1ccccc1)C1CC1

Assay by compound	6	25	36
PLC-beta3 inh	3	-18	1
sPLA2-III inh	2	-24	4
hgDAF12 agonist	2.3	3.8	-1.8
ssDAF-12 act	-0.9	-1.7	-0.5
GAA850 FXN act	2.0	-1.2	/
NR1D1 modulator	-5	/	4
DAX1 inh-1	-0.7	1.2	-0.7
hcDAF12 agonist	-1.2	-1.0	-0.6
PG9 binder	-0.8	2.0	0.1
DAX1 inh-2	1.2	-2.2	/
SMARCA2 activ	1	0	0

From PubChem
